Screening results from PubChem.
FEN1 inh: human FEN1 inhibition; P39748; Recombinant FEN1 flap cleavage, fluorescence, 15 min; Potency, µM (titrated, usually from 114 µM), without a hit: top-dose activity change, negative = inhibition, actives largely listed as inhibitors; 390,000 compounds, 0.35% hits; active means well fitted inhibition curve with a large enough effect; inconclusive means small, poorly fitted or top-dose-only effect; inactive means no such curve, though single readings can be large or run the other way; further: nearly all actives have a fitted effect of over 65% in size
Target sequence (P39748 whole entry, looked up): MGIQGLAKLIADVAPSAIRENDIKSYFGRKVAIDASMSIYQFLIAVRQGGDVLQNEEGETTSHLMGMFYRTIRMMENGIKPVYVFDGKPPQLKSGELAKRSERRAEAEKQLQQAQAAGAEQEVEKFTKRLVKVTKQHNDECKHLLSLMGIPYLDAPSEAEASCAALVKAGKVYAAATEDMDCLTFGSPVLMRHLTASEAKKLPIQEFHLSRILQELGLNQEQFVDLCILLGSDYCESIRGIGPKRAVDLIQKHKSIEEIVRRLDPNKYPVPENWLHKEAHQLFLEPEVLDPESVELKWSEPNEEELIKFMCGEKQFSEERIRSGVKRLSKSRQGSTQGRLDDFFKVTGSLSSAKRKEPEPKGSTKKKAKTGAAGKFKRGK
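Concentration–response screening of FEN1 (10 nM): 15 min compound preincubation at room temperature, reaction started with 50 nM substrate and read at 0 and 15 min. Corrected, normalized data were fitted by a four-parameter Hill equation.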
The depositor's hits bear a star; ? = inconclusive. On the % scale 0 is the no-effect control and ±100 the full control effect; potency means the concentration at half of the fitted maximal effect.

nr | SMILES | FEN1 inh
1 | Cc1ccccc1C(=O)NC1(C(F)(F)F)C(=O)Nc2c1c(=O)[nH]c(=O)n2CCc1ccccc1 (stereo not drawn) | -13.9%
2 | O=C1C(=C(I)I)c2ccccc2-c2ccccc21 | -16.1%
3 | C#Cc1ccc([C@@H]2C=C(C(=O)NC3CC3)O[C@H](OCc3ccc(CO)cc3)C2)cc1 | 21.1%
4 | COc1cc(Br)ccc1NC(=O)c1ccccc1-c1ccccc1C(=O)O | -2.1%
5 | O=C(O)c1ccccc1-c1cc2ccccc2[nH]1 | 8.3%
6 | Cc1occc1C(=O)Nc1ccccc1NC(=O)c1ccoc1C | -12.1%
7 | O=C(NCc1ccccc1)c1ccccc1 | 22.7%
8 | Cc1ccc(S(=O)(=O)Oc2ccccc2)cc1 | 2.4%
9 | O=C(NCCO)c1c(-c2ccc3c(c2)OCO3)noc1-c1ccsc1 | -8.0%
10 | CC12CCC(=O)N1C(C(=O)NCCc1ccc(F)cc1)CS2 (stereo not drawn) | 2.0%
11 | N#Cc1c(C#N)c(SSc2c(C#N)c(C#N)c(N)n2-c2ccccc2)n(-c2ccccc2)c1N | 0.7%
12 | CCCCSc1ncnc2c1ncn2C1CCCCO1 (stereo not drawn) | -16.6%
13 | COc1cc(-n2c(=O)c3ccccc3n(Cc3cccnc3)c2=O)cc(OC)c1OC | 3.0%
14 | Cc1ccc(N=C2NC(=O)CC(C(=O)Nc3cc(C(F)(F)F)ccc3Cl)S2)cc1 (stereo not drawn) | 0.7%
15 | CCOc1ccc(NC(=O)CN(C)C(=O)C2CCN(C(=O)Nc3ccccc3)CC2)cc1OCC | 10.5%
16 | COc1cccc(NC(=S)NC(=O)Cc2ccccc2)c1 | -23.2%
17 | CC(=O)Oc1cc2c(c3ccccc13)CCC2=O | 1.3%
18 | CCc1ccc(N=C2NC(=O)CC(C(=O)Nc3ccc(OC)cc3)S2)cc1 (stereo not drawn) | -1.9%
19 | C[C@@]12C(=O)Nc3cc(F)c(F)cc3C(=O)N1[C@H]1c3ccccc3OC[C@@H]1[C@@H]2c1ccccc1 | 3.9%
20 | NC1CCc2ccc([N+](=O)[O-])cc21 (stereo not drawn) | -9.2%
21 | O=C(C=Cc1cccs1)c1cccs1 | -3.2%
22 | CC1CN(Cc2nc3c(c(=O)n(C)c(=O)n3C)n2CCc2ccccc2)CC(C)O1 (stereo not drawn) | 0.1%
23 | CC(=O)OCC(=O)C1(O)CCC2C3CC(C)C4=CC(=O)CCC4(C)C3C(O)CC21C (stereo not drawn) | 10.8%
24 | O=C(CNC1CCCCC1)Nc1cccc([N+](=O)[O-])c1 | 7.3%
25 | COc1ccc(C=NNC(=S)NN=Cc2ccc(OC)c(OC)c2)cc1OC | ?
26 | O=C(Nc1ccc(F)c(Cl)c1)C1CC(=O)N(Cc2ccccc2)C1 (stereo not drawn) | 0.1%
27 | COCCN(C(=O)c1ccc2c(c1)S(=O)(=O)N=C1CCCCCN12)c1c(N)n(CC(C)C)c(=O)[nH]c1=O | 0.5%
28 | O=[N+]([O-])c1ccc(CSc2ccc(S(=O)(=O)N3CCCC3)cn2)cc1 | 8.1%
29 | O=[N+]([O-])c1ccccc1/C=N/NC1=NCCN1 | 7.9%
30 | O=C(C[n+]1ccc(/C=C/c2c[nH]c3ccccc23)c2ccccc21)c1ccccc1 | -8.1%
31 | Cc1nn2c(=O)cc(COc3ccc(/C=C(\C#N)C(=O)Nc4ccccc4C)cc3)nc2s1 | -0.4%
32 | O=C1CSC(=S)N1N=Cc1ccc(Cl)cc1Cl | -1.6%
33 | Brc1cccc[n+]1CCCC[n+]1ccccc1Br | 79.4µM*
34 | OC(C1=CC(=Cc2ccncc2)c2ccccc21)c1ccncc1 (stereo not drawn) | 10.0%
35 | CC(CCN1CCC(CN2C(=S)NCC2Cc2ccccc2)CC1)c1ccccc1 (stereo not drawn) | -7.6%
36 | CC(C)[C@H](NC(=O)c1cccc(CN(Cc2ccccc2)C(=O)/C=C/c2ccccc2)c1)C(=O)O | -9.6%
37 | O=C(Nc1ccccc1Br)c1cnn2c1NC(=C1CC1)C=C2C(F)F | -4.5%
38 | O=C(CS(=O)(=O)c1ccccc1)Nc1ccccc1Br | -4.6%
39 | CCOC(=O)COc1ccc(C2C(C(=O)OC)=C(C)NC3=C2C(=O)c2ccccc23)cc1Cl (stereo not drawn) | -3.9%
40 | O=C(NNC(=O)c1ccncc1)Nc1ccc(Br)cc1 | -3.0%
41 | CCOC(=O)c1cocc1C(=O)O | 3.1%
42 | CCOC(=O)C1=C(C)N(CCCC(=O)O)C(=O)NC1c1ccccc1OS(=O)(=O)c1ccc([N+](=O)[O-])cc1 (stereo not drawn) | -0.1%
43 | CC1([N+](=O)[O-])COC2(CCCCC2)OC1 | -0.7%
44 | COc1cc(-c2nc(-c3cccc(Cl)c3)c(-c3ccccc3)[nH]2)cc(OC)c1OC | -0.5%
45 | O=C1CCC(C(=O)OCC(=O)N2N=C3/C(=C\c4ccccc4)CCCC3C2c2ccccc2)N1 (stereo not drawn) | 5.0%
46 | CCOc1ccc(C(c2c(C)n(C)n(-c3ccccc3)c2=O)c2c(C)n(C)n(-c3ccccc3)c2=O)c(O)c1 | -1.8%
47 | Cc1cc2c(cc1C)C(=O)C(=O)N2 | 4.6%
48 | O=Cc1ccc(O)cc1 | -2.6%
49 | COc1ccc(C)cc1NC(=O)C1CC1c1ccccc1 (stereo not drawn) | -9.8%
50 | CN1C2=C(C(=O)CC(C)(C)C2)C(c2cccs2)C2=C1CC(C)(C)CC2=O | 13.9%
51 | CC(C)C[C@@H](CNCC(=O)[C@H](C)NC(=O)c1[nH]cnc1C(=O)N[C@@H](C)CN)NC(=O)c1nc[nH]c1C(=O)N[C@@H](Cc1ccccc1)C(=O)O | 1.3%
52 | O=[N+]([O-])c1ccccc1S(=O)(=O)NCc1ccccn1 | 8.8%
53 | S=C(Nc1ccccc1)N1CCN(c2ccccc2)CC1 | -3.3%
54 | C=C(C)CN1C(=O)C2(OCCO2)c2cc(Br)ccc21 | -7.0%
55 | O=[N+]([O-])c1cccc(N=Nc2ccc(O)cc2O)c1 | -8.8%
56 | O=S(=O)(NC1CCCCCCC1)c1ccc(F)cc1 | -2.0%
57 | CCOc1ccc(NC(=O)COC(=O)c2ccccc2OCc2ccccc2Br)cc1 | 6.5%
58 | CCN(CC)CCNc1ccc(Cl)cc1[N+](=O)[O-] | -0.6%
59 | Oc1c(Cl)cc(Cl)c(Cl)c1CN1CCOCC1 | -14.2%
60 | CCc1ccc(S(=O)(=O)N(C(C)=O)c2ccc3oc4c(c3c2)CCCC4)cc1 | -21.7%

The results go on.
entry | mol | FEN1 inh
61 | CN(CC(=O)O)c1ccc(/C=C/c2ccnc3ccccc23)cc1 | -1.5%
62 | N#Cc1ccc(S(=O)(=O)N2CCN(C(=O)c3cn(-c4ccccc4)nc3-c3cccnc3)CC2)cc1 | 15.0%
63 | Cc1ccccc1C(=O)Nc1sc2c(c1C(=O)N1CCC(C)CC1)CCCC2 | 7.7%
64 | O=C(NCc1cccc(Br)c1)c1cc(-c2ccccc2)nn1CC1CC(c2cccnc2)=NO1 (stereo not drawn) | 1.3%
65 | CCn1nnc2c(N3CCCC3)ncnc21 | -0.1%
66 | CCOC(=O)C1=NN(c2ccc(F)cc2)C2=NC(C)=C(C(=O)OC)C(c3cccs3)N12 (stereo not drawn) | 3.3%
67 | CCOC(=O)C1CCCN(C(=O)C2COc3ccccc3O2)C1 (stereo not drawn) | 1.6%
68 | CCOC(=O)Nc1ccc2c(c1)C(=NNC(N)=S)c1ccccc1-2 | ?
69 | N#Cc1c2c(c(Cl)n3c1nc1ccccc13)CCCC2 | -1.3%
70 | CCC(=O)N1CCN(c2cc(N3CCCC3)c(F)cc2[N+](=O)[O-])CC1 | 5.5%
71 | CCCCCCCCCCCCCCCC[n+]1ccc(/C=C/c2c[nH]c3ccccc23)cc1 | ?
72 | Cc1cccc2cc(C#N)c(SCCN3CCCCC3)nc12 | 50.1µM*
73 | O=C(OCCOCCOC(=O)Oc1ccccc1)Oc1ccccc1 | 0.0%
74 | Nc1ncnc(N2CCOCC2)n1 | -3.1%
75 | O=C(CCCc1ccccc1)Nc1nccs1 | 10.0%
76 | COc1ccc(C(CNC(=O)c2ccc(NS(=O)(=O)c3ccc(F)c(C)c3)cc2)N2CCCC2)cc1 (stereo not drawn) | 4.0%
77 | CN(C)c1ccc(-c2nnc(SCC(=O)NCc3ccco3)n2C)cc1 | 13.1%
78 | O=C(C=Cc1ccc(Cl)s1)c1ccc(Cl)s1 | -2.3%
79 | CC(=O)OCC(=O)C1CCC2C3CCC4=CC(=O)C=CC4(C)C3CCC12C (stereo not drawn) | -0.2%
80 | CN1CCN(S(=O)(=O)c2cccc(C(=O)Nc3cccc([N+](=O)[O-])c3)c2)CC1 | -8.7%
81 | Cc1cc(C)nc(NS(=O)(=O)c2ccc(NC(=O)c3ccccc3O)cc2)n1 | 4.8%
82 | COc1ccc(Cc2nnc3n2N=C(c2cc4ccccc4o2)CS3)cc1OC | -14.6%
83 | CC(CCc1ccccn1)C(=O)C(C)CCc1ccccn1 (stereo not drawn) | 7.1%
84 | CCCCCCCCCCCCCC(=O)Nc1ccc(/C=C/c2ccnc3ccccc23)cc1 | -2.3%
85 | NC(=O)C1CC2(C1)CC(C(N)=O)C2 (stereo not drawn) | 8.7%
86 | O=C1NC(=O)C(=Cc2ccc(Cl)c(Cl)c2)S1 | 0.3%
87 | CCCCN1C(N)=NC[C@@H]1Cc1ccccc1 | -2.0%
88 | Cc1ccc(NC(=O)c2ccc(S(=O)(=O)N3CC(C)CC(C)C3)cc2)cc1S(=O)(=O)N1CCOCC1 (stereo not drawn) | -19.5%
89 | CCN(CC)C(=O)Cn1cc([N+](=O)[O-])cc1[N+](=O)[O-] | -9.8%
90 | Nc1cc(SCc2ccc([N+](=O)[O-])cc2)ncn1 | -16.2%
91 | COc1cc(C2c3cc(O)c(OC)cc3CC(C(=O)O)C2CO)ccc1O (stereo not drawn) | -7.0%
92 | COc1ccc(C(C#N)=C2C=CC(=NO)C(C)=C2Cl)cc1 | 10.0%
93 | CCOC(=O)C1C2C=CC(CC2)N1c1ccccc1 (stereo not drawn) | -0.2%
94 | CC(N)C(=O)NC(CO)C(O)C(N)C=O (stereo not drawn) | 6.2%
95 | O=C1NC(=S)NC(=O)C1=Cc1ccccc1C(=O)O | -2.3%
96 | CC(=O)Nc1nnc(CCS(=O)(=O)c2ccc(C)cc2)s1 | 15.5%
97 | CCOC(=O)C1=C(C)Nc2ccccc2N/C1=N\S(=O)(=O)c1cc(C(=O)O)ccc1Cl | 11.2%
98 | CC(Oc1ccccc1)C(=O)N1CCC2(CC1)Oc1ccc(F)cc1C(=O)C21CC(c2cccnc2)=NO1 (stereo not drawn) | 1.7%
99 | C[C@H]1CC[C@@]2(O[C@H](CCO)C[C@H](O)[C@H]2O)O1 | -2.8%
100 | CCc1ccc(CNC(=O)C(=O)NCCc2ccc(OC)c(OC)c2)cc1 | -5.5%
101 | O=C(Cc1ccc(Cl)cc1)NO | 29.2%
102 | O=C(NC(=S)Nc1ccc(N2CCCCC2)c(Cl)c1)c1cccs1 | ?
103 | CCC(C)(C)c1nnc(NC(=O)CCC2CCCCC2)s1 | -9.3%
104 | COc1ccc(C2Nc3ccccc3-c3nnc(SC)nc3O2)cc1C (stereo not drawn) | -11.2%
105 | CN(C)CC/C=C1/c2ccc(F)cc2Sc2ccc(Cl)cc21 | -23.4%
106 | C/C=C(/CCC1NCCc2c1[nH]c1ccccc21)[Si](C)(C)C (stereo not drawn) | -4.5%
107 | COc1ccc(C(=O)NC(=S)NNC(=O)c2ccc(C)cc2)cc1 | -13.1%
108 | O=S(=O)(Nc1ccc(O)c2ccccc12)c1ccc(OC(F)(F)F)cc1 | ?
109 | CC(C)(C)c1cc(NC(=O)c2cccs2)no1 | -4.3%
110 | Cn1c(N)c(N=O)c(=O)n(C)c1=S | -2.8%

The results go on.
entry | mol | FEN1 inh
111 | CC12CCC(=O)C=C1CCC1C2C(O)CC2(C)C1CCC21OCC1=O (stereo not drawn) | 13.8%
112 | NC(=S)NN=Cc1nccc2ccccc12 | -19.2%
113 | COC(=O)[C@H](C)NS(=O)(=O)C1CC1 | 12.3%
114 | COC(=O)c1ccccc1NC(=O)CN1C(=O)c2ccccc2C1=O | -2.6%
115 | Cc1nc2c(c(C)nn2-c2ccccc2)c(C)c1C | 5.0%
116 | O=[N+]([O-])c1ccc(S(=O)Cc2ccccc2)c([N+](=O)[O-])c1 (stereo not drawn) | ?
117 | CCCCN1CC(COCc2ccccc2)Oc2cccc(F)c2S1(=O)=O (stereo not drawn) | -21.4%
118 | CCC(C(=O)Nc1cc(C)cc(C)n1)c1ccccc1 (stereo not drawn) | -7.9%
119 | Cc1cc([N+](=O)[O-])ccc1NS(=O)(=O)c1ccccc1 | -2.8%
120 | Nc1nc(SCc2ccc(Br)cc2)c2ncn(C3OC(CO)C(O)C3O)c2n1 (stereo not drawn) | -5.9%
121 | c1ccc(CCc2cccnc2)cc1 | 0.0%
122 | O=C1c2[nH]nc(-c3ccc(F)cc3)c2C(c2ccccc2F)N1c1ccccc1 (stereo not drawn) | -118.1%
123 | Cc1cccc2c(C(=O)O)c3cccc(C)c3nc12 | 12.2%
124 | CCOc1ccc(NC(=O)CSc2nnc3c(n2)[nH]c2ccc(S(=O)(=O)N4CCCCC4)cc23)cc1 | 2.2%
125 | CC1CC=C(O)C12OCC(C)(C)CO2 (stereo not drawn) | -1.8%
126 | Cc1c2ccncc2cc2c1[nH]c1ccccc12 | 17.8µM*
127 | Cc1ccc(-c2cc(C(=O)OCC(=O)c3ccccc3)c3cccc(Cl)c3n2)cc1 | 12.1%
128 | O=C(O)C[C@H]1c2cc(F)ccc2S(=O)(=O)N1C1CCN(Cc2ccccc2)CC1 | 16.1%

Some of the compounds tested; the hit share may differ from the screen's.
